D1 agonist: activates the human D1 dopamine receptor | P21728 | HEK293 T-REx D1 cells, calcium flux, agonist mode | activation, % at 2 µM | 360,000 tested, 1% active; in the data active = activation above about 30%; note: 0% is about no effect
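Tetracycline-induced HEK293 TREx D1 cells, force-coupled to calcium signalling, were dye-loaded with a no-wash calcium kit. Compound was pin-added after a 10 s baseline. Fluorescence was read kinetically at 1 cycle/s for 180 s, with calcium rises flagged as agonism.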
D2 potentiator: positive allosteric modulators of human D2 dopamine receptor; HEK293 T-REx D2, calcium flux, EC20 dopamine potentiation; potentiation, % at 10 µM; 340,000 tested, 0.34% active; AID 485347;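 active = potentiation over 3 SD above the plate norm, cut at about 30% in these data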; note: 0% is about no effect
Target sequence (P14416 whole entry, looked up): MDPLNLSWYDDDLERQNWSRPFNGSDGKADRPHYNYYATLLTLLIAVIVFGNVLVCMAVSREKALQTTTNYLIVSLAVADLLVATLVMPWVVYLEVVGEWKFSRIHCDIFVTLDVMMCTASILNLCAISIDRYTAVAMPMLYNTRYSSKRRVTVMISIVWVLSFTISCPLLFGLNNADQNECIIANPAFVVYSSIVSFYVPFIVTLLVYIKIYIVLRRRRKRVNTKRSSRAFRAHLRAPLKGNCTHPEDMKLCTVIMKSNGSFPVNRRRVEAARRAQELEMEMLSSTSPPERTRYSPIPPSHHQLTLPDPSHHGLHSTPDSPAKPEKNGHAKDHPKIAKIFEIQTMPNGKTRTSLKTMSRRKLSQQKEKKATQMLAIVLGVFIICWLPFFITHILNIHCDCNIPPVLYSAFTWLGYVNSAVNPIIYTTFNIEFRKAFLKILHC
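Primary screen. Calcium kinetics in induced HEK293 T-REx D2 cells: compound pre-addition 180 s, EC20 dopamine, 180 s more.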
D1 PAM: human D1 dopamine receptor positive modulation. P21728. HEK293 TREx D1 cells, calcium flux, dopamine EC20 potentiation. potentiation, % at 10 µM. 360,000 tested, 0.036% active. AID 504651; in the data active = potentiation above about 30%; note: 0% is about no effect
D2 agonist: activates the human D2 dopamine receptor | P14416 | HEK293 T-REx D2 cells, calcium flux agonist mode | activation, % at 2 µM | 340,000 tested, 0.53% active;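 active = activation over 3 SD above normal in the single-dose calcium agonist read, cut at about 30% in these data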; note: 0% is about no effect
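Tetracycline-induced HEK293 T-REx cells with force-coupled D2 receptor, plated overnight at 30 C, loaded with no-wash calcium dye. After a 10 s baseline, compound was pin-added and calcium flux read kinetically for 180 s; calcium rises flagged agonists.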
RXFP1 antag: RXFP1 (human) relaxin receptor antagonism | Q9HBX9 | HEK293-RXFP1, relaxin-stimulated cAMP HTRF, 30 min; active compounds read low | activity change, negative = inhibition, % at 57.5 µM | 350,000 tested, 0.59% active | AID 1259400;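 active = activity change of -60% or lower, but not beyond a set lower limit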; note: % is set by controls: 0 for no effect and ±100 for the full control effect
D2 antag: D2 dopamine receptor (human) antagonism; inhibition, % at 10 µM; 340,000 tested, 2% active; HEK293 TREx D2 cells, calcium flux, dopamine EC80; P14416; in the data active = inhibition above about 30%; note: 0% is about no effect
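Tetracycline-induced HEK293 TREx cells expressing D2 receptor forced-coupled to calcium signalling, loaded with no-wash calcium dye. Compounds added and calcium flux read 180 s, then dopamine added at EC80 and read a further 180 s.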
TRHR enhancer: allosteric enhancers of human TRH receptor; P34981; TRHR cells, fluo-8 calcium fluorescence, EC20 TRH enhancement; enhancement, % at 2 µM; 360,000 tested, 0.66% active; AID 493056; in the data active = enhancement above about 30%; note: 0% is about no effect
Target sequence (P34981 whole entry, looked up): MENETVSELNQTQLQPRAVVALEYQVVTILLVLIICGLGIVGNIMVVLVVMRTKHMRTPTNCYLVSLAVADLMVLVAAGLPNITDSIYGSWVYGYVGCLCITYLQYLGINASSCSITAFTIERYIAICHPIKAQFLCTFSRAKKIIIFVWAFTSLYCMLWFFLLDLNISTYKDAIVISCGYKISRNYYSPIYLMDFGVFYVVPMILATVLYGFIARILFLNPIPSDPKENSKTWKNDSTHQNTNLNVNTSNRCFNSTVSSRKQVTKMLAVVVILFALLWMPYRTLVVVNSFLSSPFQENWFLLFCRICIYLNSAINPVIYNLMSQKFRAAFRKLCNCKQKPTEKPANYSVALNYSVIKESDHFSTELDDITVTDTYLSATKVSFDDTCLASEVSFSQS
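Enhancer read-out: after compound pinning and an initial kinetic agonist-mode read, an EC20 of TRH (10 nM final) was injected and fluo-8 calcium signal (Ex 480/Em 530) followed at 1 s/cycle for 100 cycles in TRHR-expressing cells.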
RXFP1 ag: RXFP1 (human) receptor agonism. AID 2676. HEK293T-RXFP1 cAMP TR-FRET, 30 min; response scale: percent of porcine relaxin response, buffer zero. 370,000 tested, 0.3% active. Q9HBX9. Potency, µM (titrated, usually from 57.5 µM), without a hit: top-dose activation, usual class: activators; active = well fitted activation curve with a large enough effect; note: potency is the fitted concentration of half-maximal effect; % is set by controls: 0 for no effect and ±100 for the full control effect; nearly all actives have a fitted effect of over 60% in size; many of its hits are not listed in these tables
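HEK293 cells stably expressing RXFP1, treated 30 min at 37C with compounds plus PDE4 inhibitor Ro 20174; cAMP measured by HTRF TR-FRET. Normalized to buffer and 29 nM porcine relaxin; EC50 by Hill fit.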
D1 antagonist: antagonists of human D1 dopamine receptor; HEK293 TREx D1 cells, calcium flux, dopamine EC80; active compounds read low; activity change, negative = inhibition, % at 10 µM; 360,000 tested, 3.2% active; AID 504652; in the data active = activity change below about -30%; note: % is set by controls: 0 for no effect and ±100 for the full control effect
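Inducible Hek293 Trex D1 cells (tetracycline, overnight, 30 C). Calcium dye 30–90 min RT. Antagonist mode: EC80 dopamine added after 180 s compound read.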
Numbers without * were called inactive; . = not tested or not shown. These rows are one share of the data; rates above refer to the full screens.

Order of values: D1 agonist, D2 potentiator, D1 PAM, D2 agonist, RXFP1 antag, D2 antag, TRHR enhancer, RXFP1 ag, D1 antagonist
> CCSC1=C(C#N)C(c2ccccc2Cl)C(C(=O)c2cccs2)C(O)(C(F)(F)F)N1 (configuration not stated)
    12, -4, -10, 0.9, -18, 25, 0, 0.8%, -10
> CCN1CCN(C(CNS(=O)(=O)c2ccc(Cl)cc2)c2ccccc2)CC1 (configuration not stated)
    15, 10, -7, 0.5, 19, 3, -1, -1.0%, -10
> Cc1ccc(CSc2nnc(-c3cccs3)n2C)cc1
    0, -8, -6, -0.8, -8, -23, -11, 2.4%, -40*
> CC1CCCC(NC(=O)CNCc2ccccc2F)C1C (configuration not stated)
    7, -11, 2, 21, -7, -16, 15, -1.8%, -9
> CC1CCCCC1NC(=O)COc1ncnc2sccc12 (configuration not stated)
    0, -4, 2, 0.1, 0, 15, -4, 7.1%, -2
> O=C(O)c1cc(-c2ccccc2)n[nH]1
    1, 2, 0, -0.4, ., 13, -1, 2.1%, 6
> CCc1noc(C)c1C(=O)Nc1cc(Cl)ccc1N1CCCC1
    0, -8, 5, -2.1, -11, -13, -10, -0.3%, 6
> CC(C)N(Cc1nc(-c2ccccc2)no1)C(=O)Cc1ccccc1
    1, 3, 0, 0.5, 4, 4, -3, 0.5%, -14
> C/C(=N\N=C1\NC(=O)C(Cc2ccccc2)S1)c1ccccc1 (configuration not stated)
    2, -2, -1, 8.3, -1, -1, 0, -1.9%, 0
> CC(=O)Nc1cccc(-c2nnc(SCC(=O)c3ccc([N+](=O)[O-])cc3)o2)c1
    4, 0, -1, -0.7, ., ., 11, -0.6%, 4
> Fc1ccc(/C=N/NC2=Nc3cccc4cccc2c34)cc1
    6, -20, -2, -1.1, -3, -35, 0, 0.2%, 23
> COC(=O)CN1C(=O)CC(C)(C)Sc2ccccc21
    -1, 0, -2, 0.1, ., 2, 0, 0.1%, 23
> CCOC(=O)NC(=O)c1cn(Nc2ncc(C(F)(F)F)cc2Cl)c(=O)[nH]c1=O
    3, -3, -5, 0.5, -15, -5, -1, 3.9%, -20
> COc1ccccc1N(C(=O)CN1C(=O)c2ccccc2S1(=O)=O)C(C(=O)NCC1CCCO1)c1ccc(F)cc1 (configuration not stated)
    0, -9, -4, 1.2, -6, 0, -8, 0.6%, -5
> Cc1ccc2nc(N(CCCN(C)C)C(=O)c3ccc(S(=O)(=O)N4CCc5ccccc5C4)cc3)sc2c1
    27, -7, -1, 0.9, -65*, 12, 4, 0.3%, 9
> Cc1ccc(/C=C/c2onc(C)c2S(=O)(=O)N2CCC(C(=O)NCc3ccc(C)o3)CC2)cc1
    11, 3, -3, -2.9, 0, ., 27, -0.8%, 10
> O=C(CSc1ccccc1)Nc1ccc(N2CCOCC2)c(F)c1
    7, 2, 0, 0.4, -9, -3, 7, 0.0%, -1
> O=C1c2ccccc2C(=O)N1CCCCON1C(=O)c2ccccc2C1=O
    5, 9, -4, 0.6, 16, 8, -1, 1.3%, -36*
> COc1cc(OC)c(C2C(C#N)=C(C)NC(C)=C2C#N)c(C(=O)O)c1
    2, 5, -1, 0.5, -2, 2, -3, 4.6%, 39
> CC(C)(O)[C@@H]1Cc2c(ccc3ccc(=O)oc23)O1
    0, 5, -2, -0.4, ., -11, 1, 6.3%, -12
> COc1ccc(C(=O)Nc2ccc(S(=O)(=O)Nc3ncccn3)cc2)cc1OC
    4, -2, -2, -0.9, -2, -20, 2, 2.6%, -14
> CCOC(=O)c1c(NC(C)=O)sc2c(O)c(Br)cc(Br)c12
    1, 7, -3, -0.1, 2, 36*, 15, -1.1%, 2
> O=C1C2CCCN2C(=S)N1c1ccc(Cl)cc1 (configuration not stated)
    2, ., -12, 3.9, -25, 6, -3, 0.1%, -9
> CCC1CCCCN1C(=O)c1nn(-c2ccc(C)cc2)c(=O)c2c1c1ccccc1n2C (configuration not stated)
    0, 23, 4, -1.3, -6, ., -5, 4.3%, -8
> N#Cc1c(-c2ccc(C(F)(F)F)cc2)cc(-c2ccccc2)[nH]c1=S
    1, 8, -6, -0.1, -10, -19, -8, 4.2%, -31*
> Cn1cnnc1Sc1ccc(/C=C(\CC(=O)O)c2nc3ccccc3s2)cc1[N+](=O)[O-]
    2, -6, -9, 0.1, -15, 13, -6, 0.2%, 1
> Cc1ccc(S/C(=N\S(=O)(=O)c2ccc(Cl)cc2)c2ccccc2)cc1
    2, -3, -4, 0.2, -1, 16, 0, -2.9%, -11
> COC(=O)c1ccccc1NC(=O)NCc1ccccc1
    4, -6, -4, ., -11, ., -9, 1.7%, -5
> N#CCc1c(C#N)c(N)nc(N2CCCC(O)C2)c1C#N (configuration not stated)
    2, 0, -8, -1.2, 1, -10, -9, 1.6%, 18
> CC(C)(C)NC(=O)c1cc([N+](=O)[O-])ccc1N1CCCCC1
    3, 5, -7, 0.0, 20, -3, -8, 0.2%, -10

4 successive compounds out of the list so far, quoted:
Order of values: D1 agonist, D2 potentiator, D1 PAM, D2 agonist, RXFP1 antag, D2 antag, TRHR enhancer, RXFP1 ag, D1 antagonist
> Cc1ccc(S/C(=N\S(=O)(=O)c2ccc(Cl)cc2)c2ccccc2)cc1
    2, -3, -4, 0.2, -1, 16, 0, -2.9%, -11
> COC(=O)c1ccccc1NC(=O)NCc1ccccc1
    4, -6, -4, ., -11, ., -9, 1.7%, -5
> N#CCc1c(C#N)c(N)nc(N2CCCC(O)C2)c1C#N (configuration not stated)
    2, 0, -8, -1.2, 1, -10, -9, 1.6%, 18
> CC(C)(C)NC(=O)c1cc([N+](=O)[O-])ccc1N1CCCCC1
    3, 5, -7, 0.0, 20, -3, -8, 0.2%, -10

Remaining list, next part.
Order of values: D1 agonist, D2 potentiator, D1 PAM, D2 agonist, RXFP1 antag, D2 antag, TRHR enhancer, RXFP1 ag, D1 antagonist
> CC1CCCCC1NS(=O)(=O)CCNC(=O)c1ccc2c(c1)OCO2 (configuration not stated)
    1, -7, 0, -0.2, 2, 5, -2, 0.3%, -4
> CC(=O)Nc1ccc(NC(=O)C2CCCCC2C(=O)O)cc1 (configuration not stated)
    1, -2, -2, -2.6, ., 13, -2, 0.1%, 19
> O=C(N/N=C(/CC(=O)c1cccs1)C(F)(F)F)c1ccc(O)cc1
    4, -8, 8, -0.3, -28, 2, -2, 0.0%, -2
> CC1(C)NC(=O)N(CC(O)CNC23CC4CC(CC(C4)C2)C3)C1=O (configuration not stated)
    2, -7, -1, 1.2, -10, -1, 3, 0.0%, -6
> Cc1cccc(C(=O)NCC2CCCO2)c1 (configuration not stated)
    3, 25, -5, 1.5, -16, -12, 6, 2.6%, -11
> O=C(Nc1ccc2c(c1)OCCO2)c1cc(F)c(F)cc1Cl
    1, -9, -3, -1.9, -1, -15, 2, 3.9%, -11
> CCC(C)NS(=O)(=O)c1cc2c3c(c1)CCC(=O)N3CCC2 (configuration not stated)
    3, -4, 2, -0.2, 7, 9, -6, 3.5%, -1
> COc1ccccc1NC(=O)CN1CCN(CC(=O)Nc2ccc(OC)c(OC)c2)CC1
    0, -7, -3, -0.5, 4, 24, 3, -1.5%, -12
> CCOc1ccc(C(=O)NC(C(=O)NCCc2ccc(S(N)(=O)=O)cc2)C(C)C)cc1 (configuration not stated)
    -2, ., -12, ., -14, ., 0, 2.2%, -10
> Cc1c(O)nc(SCC(=O)Nc2nccs2)n(-c2ccccc2F)c1=O
    1, 5, 6, 0.8, 2, -21, 3, -0.2%, 3
> O=C(Nc1ccc2c(c1)OCO2)c1ccc([N+](=O)[O-])cc1[N+](=O)[O-]
    2, 3, ., 0.9, 9, -19, -1, 4.4%, -20
> CCN1C(C(=O)c2ccccc2)=C(OC(=O)COc2ccc(C)cc2)c2ccccc2S1(=O)=O
    0, 14, 0, 0.5, 24, ., 7, -1.4%, 2
> CC(=O)Nc1ccc(NC(=O)CCC(=O)OCC(=O)c2ccc(C)c([N+](=O)[O-])c2)cc1
    4, 6, 0, 0.9, -17, 0, 7, 1.3%, 7
> CCN(CC(=O)NCC1CCCO1)S(=O)(=O)c1ccc(Cl)cc1 (configuration not stated)
    3, -1, 0, -0.7, 1, 7, 5, 1.3%, 9
> O=C(Cc1ccccc1Cl)Nc1nc2ccccc2[nH]1
    3, 1, -4, 0.9, -7, -21, 6, 1.9%, 3
> CCOc1ccc(C(=O)Nc2ccc(NC(=O)c3ccco3)c(Cl)c2)cc1Cl
    2, 4, -10, -1.1, 1, -11, 7, 18%, -7
> CC(Oc1ccc(-c2ccccc2)cc1)C(=O)N1CCOCC1 (configuration not stated)
    -1, -1, 1, 0.8, -5, -9, 0, 1.7%, -4
> Cc1nn(-c2ccccc2)c(C)c1/C=N/NC(=O)CSc1nnc(SCc2cccc3ccccc23)s1
    6, -3, 1, 0.8, 12, 7, -3, 1.7%, -10
> COc1ccc(CNC(=O)Cc2c(C)c3c(cc(C)c4c(C)c(C)oc43)oc2=O)cc1
    0, -3, -1, -0.2, -2, ., 5, 3.9%, -1
> COc1ccc(C(=O)Nc2cc(-c3nc4ccccc4s3)ccc2OC)cc1
    2, -6, -2, 0.6, 18, ., -5, -1.2%, -4
> Cc1cc(C)c(NC(=O)CS(=O)CC(=O)N2CCN(c3cccc(C)c3C)CC2)c(C)c1 (configuration not stated)
    5, 2, -2, 0.2, 0, 13, 14, 0.3%, -2
> CCOc1ccccc1NC(=S)N1C2CCC1CC(NC(=O)NC13CC4CC(CC(C4)C1)C3)C2 (configuration not stated)
    3, -8, -7, 13, -6, 13, 0, 1.7%, 67
> Cc1nc(-c2ccncc2)nc(NCCNc2ncccc2C(F)(F)F)c1Cl
    2, -1, 2, -0.7, 3, 0, 0, 0.6%, -6
> CCn1cnc2c([N+](=O)[O-])c(NS(=O)(=O)c3ccc(C)cc3)ccc21
    2, 5, 2, 0.9, ., -6, 15, 2.2%, -8
> CCCN(CC(=O)Nc1ccccc1OC)C(=O)c1ccc(S(=O)(=O)NCc2ccco2)cc1
    1, -2, 4, -1.7, 5, 13, 1, 0.5%, -7
> Cn1cc(CNCCCn2ncc3ccccc32)c(-c2ccccc2F)n1
    3, -20, -2, 1.0, 3, 37*, 0, 2.8%, -12
> COc1ccc(/C=N/NC(=O)c2cccc(O)c2)cc1Cn1nc(C)c([N+](=O)[O-])c1C
    3, 3, 0, -0.9, 0, 9, -3, -1.0%, -5
> Cc1nnc(SCC2=C(C(=O)O)N3C(=O)C(NC(=O)Cn4nc(C(F)F)cc4C)C3SC2)s1 (configuration not stated)
    0, -5, -4, 0.4, 6, -3, 9, 0.5%, 11
> CCCC1S/C(=N/N=C/c2ccc(OC)cc2)N(Cc2ccc(OC)cc2)C1=O (configuration not stated)
    9, -11, -9, 1.6, -1, 8, -6, -0.4%, -6
> CC(C)(C)c1nn2cnnc2n(/N=C/c2ccccc2)c1=O
    1, ., 1, ., 8, ., 1, 1.0%, 3

Screens (PubChem BioAssay)
